Source: PubChem BioAssay
Scp-1 inhibitor = Scp-1 (human) phosphatase inhibition; AID 493091; 340,000 compounds, 0.88% hits; Q9GZU7; Recombinant Scp1, phosphopeptide, malachite green phosphate absorbance; inhibition, % at 20 µM;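 active means inhibition above about 50% at 20 µM, limit read from the data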;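 further: plate controls were DMSO wells with enzyme for no effect and wells lacking enzyme for full effect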
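Material – SCP-1 phosphatase catalytic domain, residues 76-261 · Buffer or medium – Acidic Tris acetate buffer with magnesium and detergent · Also added – Phospho 17-mer peptide substrate · Compound – single 20 µM dose, 1% DMSO · Times – 45 min room-temperature reaction, 5 min colour, 30 min stabiliser · Technique – Phosphate-binding colour reagent, absorbance read at 630 nm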
Neddyl block = inhibitors of human cullin neddylation. 360,000 compounds, 0.58% hits. TR-FRET cullin neddylation, biochemical. calls only at 25 µM. P61081+Q13564; in the data active means inhibition above about 36%
Target sequence (P61081 whole entry, looked up): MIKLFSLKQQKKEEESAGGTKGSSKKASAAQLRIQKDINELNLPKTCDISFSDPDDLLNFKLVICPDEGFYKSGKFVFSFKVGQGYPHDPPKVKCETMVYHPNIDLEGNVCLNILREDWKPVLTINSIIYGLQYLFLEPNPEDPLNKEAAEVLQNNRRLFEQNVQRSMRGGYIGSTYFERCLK
Target sequence (Q13564 whole entry, looked up): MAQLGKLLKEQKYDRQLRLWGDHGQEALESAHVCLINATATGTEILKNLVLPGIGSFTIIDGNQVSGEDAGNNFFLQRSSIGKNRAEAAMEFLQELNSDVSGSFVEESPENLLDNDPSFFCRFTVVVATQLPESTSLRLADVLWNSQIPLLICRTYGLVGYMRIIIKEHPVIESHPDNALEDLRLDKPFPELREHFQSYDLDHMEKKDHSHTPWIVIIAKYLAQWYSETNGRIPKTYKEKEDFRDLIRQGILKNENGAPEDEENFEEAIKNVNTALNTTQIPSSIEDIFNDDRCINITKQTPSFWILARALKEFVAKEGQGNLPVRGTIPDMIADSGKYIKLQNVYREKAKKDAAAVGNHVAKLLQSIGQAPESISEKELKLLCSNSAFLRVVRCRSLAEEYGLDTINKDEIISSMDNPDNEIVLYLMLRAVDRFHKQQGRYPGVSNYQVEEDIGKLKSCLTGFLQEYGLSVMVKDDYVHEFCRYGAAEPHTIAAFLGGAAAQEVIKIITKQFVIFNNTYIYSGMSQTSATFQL
DNMT1 block = inhibitors of human DNMT1. P26358. DNMT1 molecular beacon, Hinp1I cleavage, fluorescence. inhibition (reported as % activation of signal), % at 10 µM. 360,000 compounds, 0.83% hits. AID 588458; in the data active means inhibition above about 50%
Rpn11 block = inhibitors of human proteasome Rpn11. O00487. human 26S proteasome, Ub4-pepOG fluorescence polarization; 20S core pre-blocked with epoxomicin. calls only at 20 µM. 360,000 compounds, 0.59% hits;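 active means inhibition at 20 µM, scaled to each plate's controls, above about 33%, limit read from the data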
LMPTP block = LMPTP (human) inhibition; AID 651560; inhibition, % at 20 µM; recombinant LMPTP-A, OMFP fluorogenic substrate, fluorescence intensity; 360,000 compounds, 0.22% hits;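 active means compounds that cut the enzyme signal by at least half of the control window in the single-dose screen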;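 further: plate controls were DMSO wells with enzyme plus substrate for no effect and substrate without enzyme for full effect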
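Material: LMPTP-A; amount: 0.625 nM enzyme; doses: single 20 µM dose; times: reaction 50 min, room temperature, dark; technique: fluorescence intensity of OMFP turnover product; benchmarks: no-enzyme and uninhibited controls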
STEP inh = blocks human striatal-enriched tyrosine phosphatase; P54829; recombinant STEP, OMFP fluorogenic substrate, fluorescence; inhibition, % at 20 µM; 360,000 compounds, 0.25% hits; AID 588621;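 active means inhibition at 20 µM, scaled per plate between control wells, above about 37%, limit read from the data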;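 further: 0% = DMSO with enzyme and substrate and 100% = substrate only without enzyme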
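System: isolated STEP enzyme; schedule: 20 min enzyme reaction at room temperature, protected from light; medium: Bis-Tris buffer pH 6.0, 2.5 mM DTT, 0.005% Tween 20; signal: fluorescence, 480/540 nm; dosing: single compound dose of 20 µM, 1% DMSO final; also added: OMFP substrate, 25 µM final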
CSN inh = CSN deneddylation inhibition. inhibition, % at 12.5 µM. Q92905. Purified CSN, SCF-Nedd8-OG deneddylation, fluorescence polarization. 360,000 compounds, 0.38% hits;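 active means pattern-corrected inhibition above about 35%, with an unprinted fluorescence ratio check between 0.5 and 1.5, limit read from the data, passing the limit was not always enough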;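 further: 0% = enzyme with substrate and 100% = substrate without enzyme; some results filed as inactive read as strong as hits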
Target sequence (Q92905 whole entry, looked up, one chain of several): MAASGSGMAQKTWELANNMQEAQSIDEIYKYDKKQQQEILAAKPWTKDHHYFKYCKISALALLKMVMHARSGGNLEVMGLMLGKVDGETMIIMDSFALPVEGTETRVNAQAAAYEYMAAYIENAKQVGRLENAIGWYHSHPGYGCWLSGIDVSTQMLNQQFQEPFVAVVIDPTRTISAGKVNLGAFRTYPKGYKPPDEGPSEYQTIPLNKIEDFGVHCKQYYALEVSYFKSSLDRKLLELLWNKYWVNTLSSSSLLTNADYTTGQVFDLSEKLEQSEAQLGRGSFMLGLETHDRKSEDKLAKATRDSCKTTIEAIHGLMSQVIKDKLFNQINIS
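Material: human Csn5 produced in HEK293T cells; Input: enzyme 0.24 nM; Reagent: SCFSkp2-Nedd8OG substrate at 10 nM final; Dosing: 12.5 µM compound; Incubation: 90 min reaction at room temperature; Detection: fluorescence polarization of the substrate; Evaluation: % inhibition of substrate cleavage by Csn5; Control set: substrate-only high control, full reaction low control.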
NadD inh = blocks S. aureus nicotinate mononucleotide adenylyltransferase | purified NadD enzyme, colorimetric absorbance read-out | inhibition, % at 20 µM | 360,000 compounds, 0.78% hits | AID 602399; in the data active means inhibition above about 26%; further: some compounds past the cut are filed as inactive
Rin1-Abl PPI inh = blocks binding of human Rin1 to Abl; P00519+Q13671; TR-FRET Rin1/Abl binding, biochemical; inhibition, % at 7.35 µM; 360,000 compounds, 0.4% hits; AID 588664; in the data active means inhibition above about 5%, passing the limit was not always enough
SUMO1 PPI mod = modulators of human SUMO1-mediated protein-protein interactions; AID 602429; inhibition, % at 20 µM; SUMO1 binding to a labelled peptide, TR-FRET, 1 h; P63165; 360,000 compounds, 0.33% hits; in the data active means inhibition above about 37%
Numbers without * were called inactive; i = inactive; . = no result given; + = active, no number. Hits appear at their usual frequency; overall some 3.8% were active at least once.

SMILES	Scp-1 inhibitor	Neddyl block	DNMT1 block	Rpn11 block	LMPTP block	STEP inh	CSN inh	NadD inh	Rin1-Abl PPI inh	SUMO1 PPI mod
CCC(C)(C)c1ccc(OCC(=O)Nc2ccncc2)cc1	-3	i	5	i	-0.6	0	-3	-4	2	7
CCN(CC)CCCn1c(C)cc2c(c1=O)C(c1cccc(Cl)c1)C(C#N)=C(N)O2 (centres undefined)	3	i	4	i	-0.8	0	0	-2	0	0
O=C(c1ccc(Cl)cc1)c1oc2ccccc2c1CS(=O)c1ccccc1 (centres undefined)	-11	i	-6	i	3.7	3	-5	-6	0	-18
Cc1ccn2cc(CCNS(=O)(=O)c3ccc([N+](=O)[O-])cc3)nc2c1	-13	i	0	i	-0.5	-2	-1	-2	-4	-35
CCOC(=O)C1CCCN(C(=O)c2ccc([N+](=O)[O-])cc2)C1 (centres undefined)	-5	i	-3	i	0.1	-2	-2	-1	-1	-15
O=C(CSc1nc2ccc(Cl)cc2[nH]1)c1cccs1	0	i	-2	i	1.4	0	-1	18	0	1
CCCC(=O)Nc1ccccc1NC(=O)CN(C)S(=O)(=O)c1ccc(C)cc1	-1	i	1	i	-1.1	0	-1	0	-1	-3
CC(=O)OCCn1c(C)[n+](CCOC(C)=O)c2cc(Cl)c(Cl)cc21	10	i	-1	i	-1.0	2	-11	10	-1	2
CCCN(CCC)C(=O)CC(c1ccc(F)cc1)c1ccco1 (centres undefined)	-9	i	12	i	0.7	48*	7	8	3	-3
CN(C)/C=C/C(=O)Oc1ccc(Cl)cc1Cl	-5	i	1	i	0.5	-2	-3	1	3	4
Cc1ccc(S(=O)(=O)NC(=O)Nc2ccc(F)cc2)cc1	-4	i	0	i	-1.8	-3	8	-6	-2	-12
Cc1ccc(S(=O)(=O)N2CCOCC2)cc1NC(=O)COC(=O)c1cc(=O)[nH]c2ccccc12	-5	i	0	i	-0.5	2	0	0	-2	-10
C[C@@H]1CN([C@H](C)CO)C(=O)CCCn2nncc2CO[C@H]1CN(C)Cc1ccccc1C(F)(F)F	.	i	0	i	-2.0	3	-1	5	1	9
COC(=O)CCN(Cc1ccccc1)S(=O)(=O)c1ccccc1Br	-7	i	3	i	0.0	1	1	-2	-4	4
Cc1ccc(Cl)cc1NC(=O)CN1CCN(C(=O)C2CCCO2)CC1 (centres undefined)	-1	i	0	i	-0.6	1	4	-1	-1	-3
O=C(NCCCn1ccnc1)C1CC(c2cccc(Br)c2)=NO1 (centres undefined)	-9	i	1	i	-1.9	3	-2	-3	-5	-5
N#C/C(=C\c1cccn1S(=O)(=O)c1ccccc1)S(=O)(=O)c1ccc(F)cc1	.	i	0	i	0.8	2	-2	-8	-1	-2
COc1cccc(-c2cnc3c(NC(C)=O)cc(-c4ccc(C(=O)NC5CC5)cc4)cn23)c1	.	i	-3	i	4.6	-1	6	-11	-4	-11
Cc1cc(C)c(C)c(S(=O)(=O)N2CCN(C(=O)c3ccncc3)CC2)c1C	-10	i	5	i	-0.8	4	-2	1	-2	2
CSc1sc(C(=O)NN)c2c1C(O)CCC2 (centres undefined)	-2	i	3	i	-1.3	-3	-4	-5	0	-4
N#CC(C(=O)Nc1ccccc1)=C1CCCCC1	-7	i	-1	i	-1.2	3	6	-7	2	-4
CN(C)CCCNC(=O)c1cccc(-c2ccc3nncn3c2)c1	.	i	12	i	-0.9	0	-2	2	-3	-11
C#CCCCCCCCCC(=O)NCCCC	4	i	2	i	-0.5	-1	-2	2	1	1
Cc1ccc(NC(=O)c2nc[nH]c2C(=O)NCCCNC(=O)c2[nH]cnc2C(=O)Nc2ccc(C)cc2)cc1	-2	.	59*	i	0.4	-2	1	10	-2	2
COc1ccc(N(C(=O)c2cccnc2)S(=O)(=O)c2ccc3c(c2)n(C)c(=O)n3C)cc1	-5	i	-1	i	-1.9	-1	-5	5	1	1

Next section (2 carried over from the part before).
SMILES	Scp-1 inhibitor	Neddyl block	DNMT1 block	Rpn11 block	LMPTP block	STEP inh	CSN inh	NadD inh	Rin1-Abl PPI inh	SUMO1 PPI mod
Cc1ccc(NC(=O)c2nc[nH]c2C(=O)NCCCNC(=O)c2[nH]cnc2C(=O)Nc2ccc(C)cc2)cc1	-2	.	59*	i	0.4	-2	1	10	-2	2
COc1ccc(N(C(=O)c2cccnc2)S(=O)(=O)c2ccc3c(c2)n(C)c(=O)n3C)cc1	-5	i	-1	i	-1.9	-1	-5	5	1	1
CCOC(=O)[C@H]1[C@H]2COc3ccc(OC)cc3[C@@H]2N2C(=O)c3cc(OC)ccc3NC(=O)[C@@]12C	0	i	-6	i	-1.2	0	-4	2	4	2
COc1cccc(NC(=O)c2nn(C)c3c2CS(=O)(=O)c2ccccc2-3)c1	-10	i	1	i	-0.1	-2	1	1	-1	5
Cc1cc(C)c2[nH]c(=O)c(CN(CC3CCCO3)S(=O)(=O)c3ccc4c(c3)OCCO4)cc2c1 (centres undefined)	-8	i	-4	i	1.0	-1	-4	-5	3	1
CN(C)c1ccc(N=Nc2ccccc2C(=O)OCC(=O)N(C)c2ccccc2)cc1	6	i	10	i	7.9	4	2	8	-9	-55
O=C(c1ccc2ncsc2c1)N1CCN(c2ccccc2Cl)CC1	8	i	2	i	-0.5	-1	1	1	5	2
CCCC1=C(C(=O)OCC)C(c2ccc(F)cc2)n2ncnc2N1 (centres undefined)	-2	i	0	i	-1.3	-2	-1	-5	-3	-1
CN(C)C(CNC(=O)c1cc(S(=O)(=O)N2CCOCC2)ccc1Cl)c1cccs1 (centres undefined)	-17	i	-2	i	-1.8	0	0	-8	1	1
O=C(/C=C(O)/C=C/c1ccc(O)cc1)/C=C/c1ccc(O)cc1	0	i	-26	.	4.7	-37	86	-5	3	-10
CC(=O)c1ccc(N2CCN(CC(=O)N(CC(C)C)c3c(N)n(CC(C)C)c(=O)[nH]c3=O)CC2)cc1	-6	i	1	i	-2.3	-3	-5	2	-5	0
COc1ccc(-c2cc(C(F)(F)F)n3nc(C(=O)N4CCN5CCCC5C4)cc3n2)cc1OC (centres undefined)	-3	i	0	i	0.9	0	3	-1	0	-16
Cc1ccccc1NC(=O)NC1(C(=O)N2CCOCC2)CCCCC1	-5	i	0	i	-2.0	5	0	2	1	1
Cc1[nH]c2ccccc2c1/C=N/NC(=S)NC(C)C	-2	i	-1	i	-0.6	-2	11	-2	2	0
COc1ccc2c(C)cc3nncn3c2c1	-2	i	1	i	-0.6	2	-5	-5	1	9
O=C(Nc1ccc(C(F)(F)F)cc1)N1CCN(c2ccnc3cc(Cl)ccc23)CC1	18	i	-12	i	4.9	2	-9	14	-1	3
COC(=O)c1ccccc1NC(=O)Nc1cc(C(C)(C)C)on1	-4	i	1	i	0.7	0	-4	-5	1	1
CCOC(=O)c1c(NC(=S)NC(=O)c2ccc(Cn3cc(Cl)cn3)o2)sc2c1CCC(C)C2 (centres undefined)	3	i	6	i	-0.4	1	6	17	1	4
O=C(NC1CCCN(Cc2ccc(Cl)cc2)C1)c1cnc2ccccn2c1=O (centres undefined)	-2	+	0	i	-0.6	-2	-2	3	-4	-9
O=C(O)C1CC=CCC1C(=O)Nc1ccccc1 (centres undefined)	33	i	21	i	0.1	3	0	-6	-4	2
CC(=O)N1CCCC(C)(C(=O)Nc2ccc3oc(C)nc3c2)C1 (centres undefined)	.	i	4	i	-2.9	-4	5	1	-2	-1
O=C(Nc1cccnc1)c1sc(Nc2ccccc2)nc1-c1ccccc1	-5	.	0	i	2.0	3	5	2	-1	4
Cc1ccc(C)c(N2CCN(S(=O)(=O)c3cccc4cccnc34)CC2)c1	-3	i	-2	i	3.5	1	-5	6	-3	-3
O=C(CN1C(=O)CSc2ccc(S(=O)(=O)N3CCOCC3)cc21)NCCCN1CCOCC1	2	i	1	i	-1.1	2	4	1	0	3
O=C(Nc1ccc2c(c1)C(N1CCOCC1)c1ccccc1-2)C(F)(F)F (centres undefined)	3	i	0	i	-0.7	0	3	-1	-1	-4
CC1(c2cccc(Br)c2)NC(=O)N(CC(=O)NCC2CCCO2)C1=O (centres undefined)	-3	i	-1	i	-1.3	0	4	-3	1	-1
O=C(c1ccccc1)N1CCN(c2ccc([N+](=O)[O-])c(NCc3ccco3)c2)CC1	-10	i	-1	i	6.8	4	0	1	-4	-24
Cc1nc(C(=O)N2CCCC(C(=O)c3cccc(OC(C)C)c3)C2)cs1 (centres undefined)	0	i	4	i	-0.4	-3	1	-1	2	5
O=C(CSc1nncs1)NC(=O)NC1CCCC1	9	i	4	i	-0.5	0	-5	1	0	-1
O=C(Nc1ccccc1)OCc1cn(-c2ccc(Cl)cc2)nn1	-4	i	4	i	-1.6	-4	-2	-7	-3	-2

11 entries from above, with two lines to a compound.
Values run as follows: Scp-1 inhibitor, Neddyl block, DNMT1 block, Rpn11 block, LMPTP block, STEP inh, CSN inh, NadD inh, Rin1-Abl PPI inh, SUMO1 PPI mod
> CCOC(=O)[C@H]1[C@H]2COc3ccc(OC)cc3[C@@H]2N2C(=O)c3cc(OC)ccc3NC(=O)[C@@]12C
  0, i, -6, i, -1.2, 0, -4, 2, 4, 2
> COc1cccc(NC(=O)c2nn(C)c3c2CS(=O)(=O)c2ccccc2-3)c1
  -10, i, 1, i, -0.1, -2, 1, 1, -1, 5
> Cc1cc(C)c2[nH]c(=O)c(CN(CC3CCCO3)S(=O)(=O)c3ccc4c(c3)OCCO4)cc2c1 (centres undefined)
  -8, i, -4, i, 1.0, -1, -4, -5, 3, 1
> CN(C)c1ccc(N=Nc2ccccc2C(=O)OCC(=O)N(C)c2ccccc2)cc1
  6, i, 10, i, 7.9, 4, 2, 8, -9, -55
> O=C(c1ccc2ncsc2c1)N1CCN(c2ccccc2Cl)CC1
  8, i, 2, i, -0.5, -1, 1, 1, 5, 2
> CCCC1=C(C(=O)OCC)C(c2ccc(F)cc2)n2ncnc2N1 (centres undefined)
  -2, i, 0, i, -1.3, -2, -1, -5, -3, -1
> CN(C)C(CNC(=O)c1cc(S(=O)(=O)N2CCOCC2)ccc1Cl)c1cccs1 (centres undefined)
  -17, i, -2, i, -1.8, 0, 0, -8, 1, 1
> O=C(/C=C(O)/C=C/c1ccc(O)cc1)/C=C/c1ccc(O)cc1
  0, i, -26, ., 4.7, -37, 86, -5, 3, -10
> CC(=O)c1ccc(N2CCN(CC(=O)N(CC(C)C)c3c(N)n(CC(C)C)c(=O)[nH]c3=O)CC2)cc1
  -6, i, 1, i, -2.3, -3, -5, 2, -5, 0
> COc1ccc(-c2cc(C(F)(F)F)n3nc(C(=O)N4CCN5CCCC5C4)cc3n2)cc1OC (centres undefined)
  -3, i, 0, i, 0.9, 0, 3, -1, 0, -16
> Cc1ccccc1NC(=O)NC1(C(=O)N2CCOCC2)CCCCC1
  -5, i, 0, i, -2.0, 5, 0, 2, 1, 1
